Bioassay records deposited in PubChem BioAssay by National Center for Advancing Translational Sciences (NCATS).
ALOX12 inhib – blocks human 12-lipoxygenase activity; P18054; purified 12-hLO, xylenol orange hydroperoxide absorbance; Potency, µM (doses to about 57.1 µM), for the others: top-dose activity change, negative = inhibition, actives largely listed as inhibitors; 150,000 tested, 0.12% active; also: potency is read from the fitted curve at half-maximal effect; nearly all actives have a fitted effect of over 55% in size; many of its hits are not listed in these tables
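150 nM 12hLO, 25 mM Hepes pH 7.0 + 0.01% Triton X-100; cpd preinc 15 min RT; 40 uM arachidonic acid, 30 min RT; Fe-XO 30 min; A573/A405 ratio as read-out.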
IMPase cell inh – cell-permeable inhibitors of inositol monophosphatase (IMPase) | P97697 | CHO-M1 cells, IP1 accumulation, HTRF TR-FRET ratio | inhibition (IP1 accumulation), % at 46.1 µM | 120,000 tested, under 10 active | AID 901; active = well fitted curve in the direction sought with a large enough effect in the signal ratio, not every such curve was filed as active; inconclusive = small, poorly fitted or top-dose-only effect, or a change in a side signal; inactive = no such curve, though single readings can be large or run the other way; the % refers to the signal ratio;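 also: cells stimulated with carbachol in lithium chloride buffer; plate controls were DMSO basal wells for no effect and reference inhibitor wells for full effect; higher means more IMPase inhibition seen as more IP1 and lower FRET ratio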
Target sequence (P97697 whole entry, looked up): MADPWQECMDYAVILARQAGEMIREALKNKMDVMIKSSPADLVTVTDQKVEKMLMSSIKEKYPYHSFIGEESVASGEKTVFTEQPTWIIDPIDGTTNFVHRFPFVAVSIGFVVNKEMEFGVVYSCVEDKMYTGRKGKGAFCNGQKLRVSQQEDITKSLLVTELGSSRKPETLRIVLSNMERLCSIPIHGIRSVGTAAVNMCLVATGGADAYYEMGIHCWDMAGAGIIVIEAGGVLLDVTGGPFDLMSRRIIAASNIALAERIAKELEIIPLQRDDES
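Seeded CHO-M1 cells were dosed with compound at up to 46 uM, stimulated with carbachol for 30 min, then lysed in IP-One detection reagents. Higher IP1 lowers the TR-FRET signal.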
15-hLO-2 inh – 15-hLO-2 (ALOX15B) enzyme inhibition; O15296; purified 15hLO-2, xylenol orange hydroperoxide absorbance; Potency, µM (titrated, usually from 57.1 µM), for the others: at the highest dose activity change, negative = inhibition, usual class: inhibitors; 110,000 tested, 0.56% active; AID 881; also: potency is read from the fitted curve at half-maximal effect; nearly all actives have a fitted effect of over 60% in size; many of its hits are not listed in these tables
Target sequence (O15296 whole entry, looked up): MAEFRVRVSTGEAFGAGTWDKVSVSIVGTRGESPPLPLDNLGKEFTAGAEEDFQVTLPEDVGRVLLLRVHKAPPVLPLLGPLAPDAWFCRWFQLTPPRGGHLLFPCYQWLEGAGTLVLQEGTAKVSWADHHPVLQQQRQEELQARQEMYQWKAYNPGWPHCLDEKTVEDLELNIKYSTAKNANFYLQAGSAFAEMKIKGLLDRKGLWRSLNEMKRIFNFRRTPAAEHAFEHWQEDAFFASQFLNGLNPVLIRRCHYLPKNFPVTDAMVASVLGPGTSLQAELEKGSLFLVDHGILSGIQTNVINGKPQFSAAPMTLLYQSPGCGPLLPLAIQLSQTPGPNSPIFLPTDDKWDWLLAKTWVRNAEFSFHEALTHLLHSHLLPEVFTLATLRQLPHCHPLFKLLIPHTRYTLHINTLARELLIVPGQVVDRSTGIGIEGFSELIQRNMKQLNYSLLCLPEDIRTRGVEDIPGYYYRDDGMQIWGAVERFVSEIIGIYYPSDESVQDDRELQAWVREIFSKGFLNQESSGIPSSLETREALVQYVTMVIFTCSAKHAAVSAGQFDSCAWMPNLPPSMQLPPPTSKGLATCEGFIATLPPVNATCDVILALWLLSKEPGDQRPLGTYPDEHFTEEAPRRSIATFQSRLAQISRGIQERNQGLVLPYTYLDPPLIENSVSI
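Screening format was qHTS against 50 nM purified 15hLO-2 in Hepes pH 7.5 with detergent. Activity follows hydroperoxide formation from 45 uM arachidonic acid, measured as 573:405 nm absorbance ratio of the ferric-xylenol orange complex.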
PNC inhibitor – blocks assembly of the perinucleolar compartment. PC3M PTB-GFP, PNC prevalence imaging, 16 h; hits give low values. activity change (PNC), negative = inhibition, % at 10 µM. 140,000 tested, 3.1% active;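 active = readout at or below -70, meaning at least 70% loss of cells showing the perinucleolar compartment, a nuclear body marking cancer cells; inconclusive = readout between -30 and a set limit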;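 also: plate controls were DMSO wells for no effect and camptothecin positive control wells for full effect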
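Compounds are pinned in duplicate onto adhered PC3M cells stably expressing GFP-tagged PTB and incubated 16 h at 37 C. Cells are then fixed, nuclei stained with Hoechst, and PNC-positive cells counted.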
The depositor's hits bear a star; ? = inconclusive; nt = not tested or not shown; & = joins results of further samples; [ ] = remark or other dose. Unless noted, calls follow the shape of the dose curve; as a rule, active = well fitted curve in the direction sought with a large enough effect; inconclusive = small, poorly fitted or top-dose-only effect, or another doubt; inactive = no such curve, though single readings can be large; an effect the other way counts as inactive or inconclusive. Unless noted, % is scaled to controls: 0 for no effect and ±100 for the full control effect. The list is partial, so the mix of outcomes need not match the whole.

Compound | ALOX12 inhib | IMPase cell inh | 15-hLO-2 inh | PNC inhibitor
O=C1COc2ccc(OCc3ccc(F)cc3)cc21 | -2% | 0 | 1% | 12
Cn1c(=O)c2c(nc(SCCN3CCOCC3)n2Cc2ccccc2)n(C)c1=O | 3% | -2 | nt | ?
CC(C)(CNC(=O)c1cccs1)CNC(=O)c1cccs1 | -5% | 4 | 19% | -16
CC(C)C(=O)N(Cc1cc2ccccc2[nH]c1=O)C(C)C | -1% | 0 | 3% | 27
CC12COC3(C(=O)Nc4cccnc4)CC1CCC32C (stereo unspecified) | -5% | 3 | -3% | 25
Nc1cc(=O)[nH]c(SCC(=O)Nc2ccc(Cl)c(Cl)c2)n1 | -1% | 2 | 8% | -22
COCCC(=O)NNS(=O)(=O)c1ccc(Cl)cc1 | -2% | nt | nt | ?
CCCCNS(=O)(=O)c1ccc2nc(SCC(=O)Nc3ccccc3Cl)[nH]c2c1 | -1% | -4 | nt | -6
O=C(Nc1cccc(F)c1)N1CC2(CCN(C(=O)c3csnn3)CC2)C1 | 2% | nt | 1% | nt
O=C(COc1cccc2cccnc12)N/N=C1\SCC(=O)N1Cc1ccco1 | -4% | nt | nt | ?
NC(=O)c1sc2cc(C(F)(F)F)cnc2c1-c1cccs1 | -3% | 3 | -7% | 23
CC1CCCCC12NC(=O)N(CC(=O)NCCc1ccccn1)C2=O (stereo unspecified) | -3% | 5 | 5% | 9
NC1=NS(=O)(=O)NC1c1cccc(Cl)c1 (stereo unspecified) | -4% | -5 | -2% | ?
O=C(Nc1ccc2nn(-c3ccccc3)nc2c1)c1ccc2c(c1)OCCO2 | -4% | 2 | -22% | ?
CCC(=O)Nc1ccc(C(=O)CSc2nnc(-c3ccccc3F)n2CCc2ccccc2)cc1 | -2% | -6 | nt | 17
Cc1ccc2c(c1)nnn2C1CCN(C(=O)C2CCCCC2)CC1 | -4% | -5 | -3% | ?
O=C(O)CNC1=NCCCCC1 | 9% | -8 | -11% | -24
Cc1nn(C)cc1NC(=O)CC12CC3CC(CC(C3)C1)C2 | 2% | nt | nt | -12
O=C(CCCn1c(=O)c2sccc2n(CC(=O)NCc2ccco2)c1=O)NCc1ccco1 | -2% | -8 | 2% | 9
COc1ccc(C(c2nnnn2Cc2cccs2)N2CCN(c3ccc(F)cc3)CC2)cc1OC (stereo unspecified) | -11% | -4 | 17% | -28
O=C(CCCN1C(=O)c2ccccc2C1=O)Nc1c(C(=O)C2CC2)oc2ccccc12 | -1% | 2 | 1% | -6
COc1cccc(NC(=O)CCNC(=O)Cn2ccc3ccccc3c2=O)c1 | 5% | -2 | 0% | 4
N#Cc1cc2c(nc1SCc1nc3ccccc3[nH]1)CCC2 | -7% | 4 | 40%[activator] | 5
CC(=O)Nc1ccc2nc(-c3ccccn3)[nH]c2c1 | 4% | -5 | 26% | -17
O=c1cc(CN2CCC3(CC2)OCCO3)c2c(ccc3ccccc32)o1 | -3% | ? | -15%[11.4 µM] | ?
CCNc1nc(OC)nc(N2CCC(Cc3ccccc3)CC2)n1 | 7% | 1 | nt | -11
COc1cc(/C=N/NC(=O)COc2c(C)cc([N+](=O)[O-])cc2C)ccc1OC(=O)c1ccccc1Br | -1% | nt | nt | -14
N#CC1=C(N)Oc2cc(N)ccc2C1C1CC=CCC1 (stereo unspecified) | -29% | -9 | -4% | ?
O=C1C2CCCCN2C(=O)N1CCN1CCN(c2ccc([N+](=O)[O-])cc2)CC1 (stereo unspecified) | 1% | 6 | -10% | -8
COc1ccc(C2C3=C(Nc4ncnn42)c2ccccc2CC3)cc1OC (stereo unspecified) | 2% | -1 | -14% | 2
O=C(CN1CCc2ccccc2C1)c1cccs1 | -21% | -1 | -25% | ?
CCc1ccccc1NC(=O)COc1cccc2ccc(C)nc12 | -3% | nt | nt | ?
Cc1cccc(-c2nnc(-c3cccc(NC(=O)Cc4cccs4)c3)o2)c1 | 2% | 14 | 4% | 61
O=C(O)CC1Oc2ccc(Cl)cc2NC1=O (stereo unspecified) | 0% | -3 | 1% | -10
CCOc1ccccc1C(=O)Nc1nnc(COC)s1 | -9% | 0 | nt | ?
CCOc1cc(C(=O)NCCOC)ccc1OC | -1% | -9 | -4% | 1
CCOC(=O)N1CCN(C(=O)C(C)n2nc(C)n3c(cc4sccc43)c2=O)CC1 (stereo unspecified) | -2% | -1 | 1% | -1
CCOC(=O)C(NC(C)=O)(Nc1ccc(F)cc1)C(F)(F)F (stereo unspecified) | 2% | -5 | -2% | ?
CCCn1c(SCC(=O)Nc2ccc3c(c2)CCC3)n[nH]c1=O | 2% | nt | nt | 17
CN(C)c1ccc(-c2cc(NCc3ccccc3)ncn2)cc1 | 1% | nt | 43%[activator] | nt
CSc1nc2ccc(S(=O)(=O)N(C)C)cc2s1 | -6% | -6 | -1% | -4
COCCn1c(=O)c(CCc2ccccc2)nc2cnc(N3CCNCC3)nc21 | -3% | nt | 7% | nt
CCN(c1ccccc1)S(=O)(=O)c1ccc(C(=O)Oc2ccc(C(C)=O)cc2)cc1 | -1% | nt | nt | 20
O=C(Nc1cc(F)ccc1F)C1CCCO1 (stereo unspecified) | -6% | 2 | -2% | 16
O=C(N/N=C/c1ccc(Br)cc1)c1ccc(Br)o1 | 2% | nt | nt | -27
c1ccc2c(c1)OCC(c1nnc3sc(-c4cnccn4)nn13)O2 (stereo unspecified) | -6% | -2 | -10% | -22
O=C(NC(=S)Nc1ccc2c(c1)C(=O)c1ccccc1C2=O)c1ccc(F)cc1 | 2% | nt | nt | 22
CC1Oc2ccccc2N(CC(=O)N(Cc2ccccc2)Cc2ccccn2)C1=O (stereo unspecified) | -6% | 3 | 7%[2.29 µM] | ?
Cc1ccc(S/C(=N\S(=O)(=O)c2ccc(Cl)cc2)c2ccccc2)cc1 | -15% | -1 | -20% | -27
Cc1ccc(S(=O)(=O)N(Cc2ccc(Cl)cc2)c2ccccc2C(=O)NCc2cccnc2)cc1 | 1% | nt | nt | ?

The last 2 compounds of the part above lead into the next:
Compound | ALOX12 inhib | IMPase cell inh | 15-hLO-2 inh | PNC inhibitor
Cc1ccc(S/C(=N\S(=O)(=O)c2ccc(Cl)cc2)c2ccccc2)cc1 | -15% | -1 | -20% | -27
Cc1ccc(S(=O)(=O)N(Cc2ccc(Cl)cc2)c2ccccc2C(=O)NCc2cccnc2)cc1 | 1% | nt | nt | ?
Cc1cccc(-n2c(C)cc(/C=C3\C(=N)N4N=C(CC(C)C)SC4=NC3=O)c2C)c1 | 1% | nt | nt | 34
CC(=O)N1CCc2cc(S(=O)(=O)NCCC(=O)Nc3cc(C)cc(C)c3)ccc21 | 3% | 0 | -1% | 13
COC(=O)N(C)CCCC1(C)C(=O)N(C)c2ccc(O)cc21 (stereo unspecified) | -2% | -7 | 5% | ?
O=C(N1CCOCC1)C(F)(F)C(F)(F)C(F)(F)C(F)(F)C(=O)N1CCOCC1 | -2% | -4 | 4% | 33
Cc1cccc(C)c1OCc1nnc(SCC(=O)Nc2ccccc2F)o1 | 4% | 7 | nt | -26
COCCCn1c(SCC(=O)N2CCCCC2C)nnc1-c1ccco1 (stereo unspecified) | -5% | -1 | -5% | 6
CCc1c(C)c(C#N)c2nc3ccccc3n2c1N(C)C | -2% | 7 | -7% | -10
CCCCCSc1nncc(=O)[nH]1 | -2% | 13 | -4% | ?
O=C(O)c1ccccc1S(=O)(=O)NCC(O)COC1CCCCC1 (stereo unspecified) | -2% | 2 | 2% | -29
COc1cccc(C2=CC(c3cccc(OC)c3OC)n3nnnc3N2)c1 (stereo unspecified) | -5% | 1 | -12% | -87*
CCC(C(=O)NCc1ccco1)N(C(=O)CNS(=O)(=O)c1ccc(C)cc1)c1ccccc1OC (stereo unspecified) | -1% | 6 | -4% | -7
Cc1ccccc1OCC(O)Cn1nnc2ccccc21 (stereo unspecified) | -1% | 3 | nt | -100*
CCOC(=O)c1c(NC(=O)CN2C(=O)NC3(CCCCC3C)C2=O)sc(C)c1C (stereo unspecified) | -1% | nt | nt | ?
Cn1c(=O)c2c(-c3ccc(C(C)(C)C)cc3)n(CC3CCCO3)cc2n(C)c1=O (stereo unspecified) | -4% | 2 | -7% | 26
O=S(=O)(c1cccc2cnccc12)N1CCNCC1 | -2% | 1 | 18% | nt
CC(=O)Nc1ccccc1C(=O)C(=O)Nc1cccc(C(=O)NCc2ccccc2)c1 | -4% | 0 | nt | 23
CCc1ccc(C2=NN(S(C)(=O)=O)C(c3cccs3)C2)cc1 (stereo unspecified) | -11% | 4 | -5% | -100*
NC(=O)C1CCN(CC(=O)Nc2ccccc2Sc2ccc(Cl)cc2)CC1 | 0% | ? | nt | -1
Cc1cc2nc3c(nc2cc1C)C1(C(=O)O)CCC3(C)C1(C)C (stereo unspecified) | 4% | 0 | 1%[2.29 µM] | -17
Nc1nc(CN2CCOCC2)cs1 | -4% | 2 | -4% | 1
O=C(NC1CCCC1)C(c1ccccc1)N(C(=O)c1ccno1)c1cccnc1 (stereo unspecified) | 0% | 4 | 1% | ?
CC(CCc1ccccc1)NCC(O)c1ccc(O)c(C(N)=O)c1 (stereo unspecified) | -2%&1% | nt | -1% | -2
CCN(CC)CCOC(=O)c1ccc(NC(=O)COc2cc(=O)n(CC)c3ccccc23)cc1 | 3% | 8 | 8%[2.29 µM] | -3

6 compounds out of the list, ordered by SMILES length, smallest number first.
Compound | ALOX12 inhib | IMPase cell inh | 15-hLO-2 inh | PNC inhibitor
Nc1nc(CN2CCOCC2)cs1 | -4% | 2 | -4% | 1
Cc1ccccc1OCC(O)Cn1nnc2ccccc21 (stereo unspecified) | -1% | 3 | nt | -100*
O=S(=O)(c1cccc2cnccc12)N1CCNCC1 | -2% | 1 | 18% | nt
CCc1ccc(C2=NN(S(C)(=O)=O)C(c3cccs3)C2)cc1 (stereo unspecified) | -11% | 4 | -5% | -100*
Cc1cc2nc3c(nc2cc1C)C1(C(=O)O)CCC3(C)C1(C)C (stereo unspecified) | 4% | 0 | 1%[2.29 µM] | -17
CC(=O)Nc1ccccc1C(=O)C(=O)Nc1cccc(C(=O)NCc2ccccc2)c1 | -4% | 0 | nt | 23
